# From PubChem
# bCat nuc transl: modulators of beta-catenin nuclear translocation, primary screen, imaging, HeLa cells, immunofluorescence, high-content. actives 0.3% (n = 190,000). nuclear translocation activity, % at 5 µM;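 active means nuclear translocation activity above 50% at 5 µM, with a well cell count of 50 or more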;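 further: per-cell ratio of nuclear to cytoplasmic median beta-catenin stain intensity; plate controls were DMSO negative control for no effect and GSK-3 inhibitor IX positive control for full effect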
#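 System: Human HeLa cells, endogenous beta-catenin | Compound dosing: 5 µM primary, 0.02–20 µM confirmation | Timing: 24 h compound exposure at 37°C, 5% CO2 | Measured by: Fluorescence imaging of beta-catenin antibody stain plus DAPI | Read-out basis: % activation of per-cell nuclear versus cytoplasmic median beta-catenin signal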
# MT stabilize HCS: microtubule stabilizers in HeLa cells, primary screen, imaging, high-content imaging | HeLa tubulin immunostaining HCS, 24 h; share of cells brighter than vehicle mean+2SD | % tubulin-high responders, % at 10 µM | actives 0.83% (n = 200,000) | AID 2205, 2009;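 active means plate Z-score above 3 for both tubulin-high and condensed-nucleus cell shares, with cell loss under 80%, at 10 µM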;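 further: anti alpha tubulin signal scored within the nucleus-defined area of each cell; some results filed as inactive read as strong as hits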
# UTI89 phage lysis: inhibition of K1F phage lysis, E. coli UTI89, bacterial capsule biogenesis inhibitors, alamar blue (AID 488966). E. coli UTI89 K1F phage lysis, alamar blue, 2 h; higher % means a stronger effect. inhibition, % at 100 µM, or IC50 in µM where a hit was titrated. actives 0.02% (n = 340,000);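 active means phage lysis inhibition, versus mean bacterial control, above a set limit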;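 further: capsule biogenesis inhibitors block K1F phage lysis so surviving cells raise fluorescence; higher fluorescence means more inhibition of phage lysis; actives were called in the ten point dose series up to 300 µM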
# Dynein transport: inhibitors of GR-EGFP nuclear translocation, primary screen, dynein cargo transport inhibitor project, imaging, high-content, 3617.4 mouse cells; test concentration mostly 20 µM; stimulated with dexamethasone, 1 µM; stronger effect = lower value; z-score, hits read low; actives 0.47% (n = 220,000);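 active means plate z-score of nuclear minus cytoplasmic receptor signal below a set negative limit, without overly bright fluorescence or cell loss, cut at about -3.5 in these data, passing the limit was not always enough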;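 further: z-score of nuclear minus cytoplasmic ring GR-EGFP intensity difference per well; some compounds called inactive have numbers as strong as hits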
#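 Buffer or medium: Induction medium lacking tetracycline, stripped serum | Also added: Dexamethasone agonist, 1.0 µM final, for 30 min | Timing: 48 h induction, 1 h compound, 30 min dex at 37 °C | Detection: Formaldehyde fixation, Hoechst nuclear stain, 10x automated fluorescence imaging | Measure: Nuclear versus cytoplasmic GR-EGFP signal, averaged per well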
# Autophagy HCS: autophagy modulators in MEF cells, primary screen, imaging, high-content, MEF GFP-LC3; MEF GFP-LC3 puncta imaging; test concentration mostly 10 µM; calls only at 10 µM (by protocol); actives 0.98% (n = 190,000); AID 463193, 2010;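 active means percentage of spot-positive cells more than 3 SD above its plate mean, without a fluorescence outlier flag or 80% toxicity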;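 further: spot-positive cell cutoff set from DMSO-treated cells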
# M1AAP inhibition: P. falciparum M1AAP inhibitors, biochemical, fluorogenic H-Leu-NHMec substrate, 1536-well (AID 1445); Aminopeptidase N (Plasmodium falciparum (isolate 3D7)); recombinant M1AAP, H-Leu-NHMec fluorogenic kinetic assay; higher % means a stronger effect; one-dose inhibition, % at 30 µM; IC50 in µM for titrated hits; actives 0.42% (n = 220,000);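 active means primary inhibition above the hit cutoff, then over 50% inhibition at one or more dose response concentrations, cut at about 23% in these data, passing the limit was not always enough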;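 further: plate controls were DMSO full reaction for no effect and no enzyme background for full effect; strong numbers were not always called active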
# M17LAP inhibition: P. falciparum M17LAP inhibitors, primary screen, biochemical, fluorogenic H-Leu-NHMec substrate, 1536-well (AID 1619); Leucine aminopeptidase (Plasmodium falciparum (isolate 3D7)); recombinant M17LAP, H-Leu-NHMec fluorogenic kinetic assay; higher % means a stronger effect; inhibition, % at 30 µM, or IC50 in µM where a hit was titrated; actives 0.38% (n = 220,000);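 active means compound inhibiting the enzyme by more than half at any dose during confirmatory dose-response retesting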;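 further: plate controls were full reaction with DMSO carrier for no effect and no enzyme background for full effect; strong numbers were not always called active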
# Ins promoter up: insulin promoter activators in MIN6 cells, imaging, high-content screening, mouse beta cells | MIN6 insulin promoter-GFP reporter; stronger effect = higher value | z-score at 5 µM | actives 0.3% (n = 190,000) | AID 1625, 2009;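 active means z-score above 3 at 5 µM with at least 500 cells counted in the well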
# ER stress rescue: rescue of cells from ER stress-induced death, primary screen, 384-well, CSM14.1, thapsigargin, ATP luminescence (AID 1222); CSM14.1 thapsigargin-induced death rescue, ATP luminescence; higher % means a stronger effect; one-dose cellular ATP content (survival), % at 20 µM; EC50 in µM for titrated hits; 190,000 tested, under 10 active;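 active means EC50 below 50 µM in the dose-response confirmation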;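 further: death triggered by thapsigargin at about 15 µM added after 2 h compound pretreatment; cell ATP read after overnight thapsigargin exposure of roughly 18 to 22 hours; normalized against plate controls of thapsigargin alone and 5% DMSO vehicle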
# Dynein transport cytoplasmic EGFP: further read-out of Dynein transport, marked with its call; z-score; measured here: cytoplasmic GR-EGFP intensity; stronger effect = higher value
# Dynein transport nuclear GR-EGFP: also measured in Dynein transport; calls as there; z-score; measured here: nuclear GR-EGFP intensity;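 lower value marks the stronger effect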
# Dynein transport cell count: also measured in Dynein transport; calls as there; z-score; measured here: cell count per field
# Ins promoter up cell count: further read-out of Ins promoter up, marked with its call; cell count; measured here: cytotoxicity, nuclei count;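 total cells summed across four imaged fields per well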
# bCat nuc transl cell count 5 µM: recorded beside bCat nuc transl, whose call it bears; cell count; measured here: cell count, cytotoxicity flag
# MT stabilize HCS Hoechst-high %: further read-out of MT stabilize HCS, marked with its call; % Hoechst-high responders; measured here: nuclear condensation Hoechst responders;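 share of cells brighter than vehicle mean plus two SD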
# MT stabilize HCS cytotoxicity %: second read-out of MT stabilize HCS, no call of its own (marks repeat the call); toxicity, %; measured here: cytotoxicity by cell density;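 0% = mean cell density of plate MIN control wells and 100% = no cells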
# Autophagy HCS cell loss 18 h: also measured in Autophagy HCS; calls as there; toxicity, %; measured here: cell loss, nuclei count;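 cell loss after 18 h compound exposure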
# * = called active by the depositor; i = inactive; . = no result given; + = active, no number; [ ] = remark or other dose.
mol,bCat nuc transl,bCat nuc transl cell count 5 µM,MT stabilize HCS,MT stabilize HCS Hoechst-high %,MT stabilize HCS cytotoxicity %,UTI89 phage lysis,Dynein transport,Dynein transport cytoplasmic EGFP,Dynein transport nuclear GR-EGFP,Dynein transport cell count,Autophagy HCS,Autophagy HCS cell loss 18 h,M1AAP inhibition,M17LAP inhibition,Ins promoter up,Ins promoter up cell count,ER stress rescue
COC(=O)c1c(C(=O)OC)c(-c2ccc(C(C)(C)C)cc2)n2c1CS(=O)C2 (stereo unspecified),-0.5,1009,2.8,2.7,7.6,i,3,-0.26,1.7,-1.6,i,1,3%,-8%,0.05,1271,-0.1%
COc1cccc2cc(-c3nnc(SCC(=O)NCc4ccccc4)n3C)oc12,-3.5,1224,3.9,1.7,5.9,-0.1%,1.4,0.025,1.2,0.44,i,8,0%,4%,0.39,1238,-1.9%
CCCCOCCCNC(=O)c1ccccc1OCC,-6.2,1195,2.9,1.5,9.7,5.7%,-0.89,-0.19,-0.011,0.64,i,9,-5%,-2%,.,.,0.1%
COc1cccc(-c2nnc(NC(=O)c3ccc(S(=O)(=O)N(CC(C)C)CC(C)C)cc3)o2)c1,3.8,1310,4.3,0.3,18,-1.6%,-0.33,-0.22,-0.041,0.56,i,14,-5%,9%,-0.8,1120,0.1%
CCCCN1C(=O)c2ccc(C(=O)NCCN3C(=O)S/C(=C\c4cccnc4)C3=O)cc2C1=O,-1.5,566,2.8,1.9,4.0,4.7%,-0.022,-0.21,0.13,0.76,i,-13,2%,-3%,0.77,1297,-1.7%
O=C(CP(=O)(c1ccccc1)c1ccccc1)N/N=C/c1cc(Br)cc(Br)c1O,0.4,1131,11,0.8,10,4.6%,-0.65,-0.23,-0.47,0.0077,i,15,12µM*,12%,-0.85,1510,0.4%
COC(=O)Cc1cc(=O)n(-c2nc3ccccc3s2)[nH]1,-3.1,1099,3.8,3.0,2.3,0.5%,1.1,-0.16,0.5,-1.1,i,-2,0%,52%,0.06,1788,-3.0%
Cc1cccc(-c2nnc(SCC(=O)Nc3nc4c(s3)CCCC4)n2C)c1,-0.6,1111,2.1,1.5,7.9,0.1%,-0.67,-0.26,-0.51,0.92,i,-4,0%,-1%,.,.,2.7%
O=C(NCCC1=CCCCC1)C1CCCN(S(=O)(=O)c2cccnc2)C1 (stereo unspecified),.,.,7.8,2.5,11,6.6%,-0.76,-0.087,-0.35,0.59,i,0,0%,-5%,0.61,867,0.3%
Cc1cc2c(sc3ccccc32)c(C)n1,2.3,1000,.,.,.,1.0%,-0.59,-0.24,0.29,-0.0057,.,.,1%,4%,0.12,1043,.
Cc1cc(C)n2nc(SCC(=O)N/N=C/c3ccccn3)nc2n1,.,.,2.3,3.1,7.1,-0.3%,-0.65,-0.29,-0.46,0.16,i,1,5%,1%,0.2,1344,1.9%
COc1ccccc1C/C(N)=N/OC(=O)c1ccc(C)c([N+](=O)[O-])c1,-0.8,1387,3.7,2.3,5.2,-1.0%,-0.17,-0.19,0.34,0.55,i,9,3%,-11%,-0.14,1516,-6.5%
CC(C)CC(=O)NC(=S)Nc1ccc(NC(=O)c2ccco2)cc1,-0.3,604,2.6,2.1,4.7,3.5%,0.33,-0.32,-0.27,0.64,i,-3,1%,-4%,0.12,1270,-1.8%
C=CCOC(=O)C1=C(C)NC(=O)NC1/C=C/c1ccccc1OC (stereo unspecified),-1.7,1035,2.1,3.6,5.0,1.5%[50 µM],-0.29,-0.32,-0.57,0.64,i,-6,-1%,6%,-0.02,1291,0.6%
CCOC(=O)N1CCc2c(sc3ncn(C)c(=O)c23)C1,-2.1,1397,.,.,.,-0.1%,-0.28,-0.25,-0.057,-0.18,.,.,3%,6%,-0.09,1016,.
CC(=O)Nc1ccc(C(=O)N/N=C/c2ccccc2OC(=O)c2ccc(Cl)cc2)cc1,1.8,1308,4.7,3.6,12,0.4%,-0.084,-0.2,-0.33,0.077,i,25,4%,-12%,-0.65,1542,-0.9%
CCOC(=O)C1=C(C)N2C(=C(C#N)[C@@H]1c1ccc(C(=O)OC)cc1)SC[C@@]2(O)C(C)(C)C,-4.4,1151,3.9,5.0,14,-0.3%,-0.036,-0.073,0.12,0.48,i,-3,3%,12%,-0.23,1237,1.7%
COC(=O)c1c(NS(=O)(=O)Cc2ccccc2)sc2c1CCCC2,.,.,0.7,1.4,20,-0.3%,-1,-0.34,-0.46,0.47,i,6,6%,17%,-0.01,1043,-0.1%
Cc1[nH]c2ccccc2c1C(=O)COC(=O)C1CC(=O)N(Cc2ccco2)C1 (stereo unspecified),-5.4,854,4.2,2.3,7.5,0.1%,-0.59,-0.19,0.078,-0.23,i,-2,8%,4%,-0.06,1513,-1.9%
N#Cc1nc(COc2ccc(-c3ccccc3)cc2)oc1NCc1cccnc1,0.7,995,3.0,1.1,8.6,0.8%,-0.0018,-0.2,-0.13,0.011,i,10,-1%,-1%,-0.1,1796,-1.4%
CCOC(=O)c1cc2c(=O)n3ccccc3nc2n(C(C)C)c1=NC(=O)c1c(-c2c(F)cccc2Cl)noc1C,4.2,1085,6.8,1.9,3.0,1.9%,0.43,-0.27,0.33,1.2,i,29,3%,-23%,-1.1,1286,-2.6%
O=C(Nc1cccc(F)c1)C1CCN(c2nnnn2-c2ccccc2)CC1,-1.1,845,1.9,2.9,11,0.1%,-0.77,-0.16,-0.2,0.7,i,10,0%,10%,-1.9,1067,-0.8%
c1ccc2c(CNCCN3CCOCC3)cccc2c1,-1.6,916,1.4,2.2,11,0.6%,-0.13,-0.12,-0.058,0.55,+,3.9*,3%,5%,-0.46,1412,-0.6%
C/C(=N\NC(=O)C1CC1c1ccccc1)c1cccc([N+](=O)[O-])c1 (stereo unspecified),1.1,1476,2.0,1.3,1.5,0.3%,-1.1,-0.19,-0.65,0.24,i,-16,-5%,-6%,-0.28,1205,-1.5%
O=C(Cc1cccs1)N(c1ccccc1)C1C=CS(=O)(=O)C1 (stereo unspecified),-3.0,1159,2.5,1.7,9.4,0.4%,-0.43,-0.19,-0.81,-0.045,i,3,12%,15%,0.68,1195,-0.9%
O=c1cc(CSc2nnnn2-c2ccccc2)nc2scc(-c3ccccc3)n12,.,.,2.2,2.2,12,-2.9%,-0.36,-0.21,0.074,-0.37,i,-3,-2%,-16%,0.46,1368,.
O=C(CSc1nnc(C2CCCCC2)o1)N1CCCCC1,-3.3,1112,3.3,2.0,6.9,-0.5%,-0.95,-0.22,-0.25,0.35,i,-3,4%,6%,-1.1,1454,3.0%
Cc1cc(C)nc(SCc2nnc(SCC(=O)Nc3nc(-c4ccccc4)cs3)n2-c2ccccc2)n1,3.5,993,2.2,1.0,6.0,0.0%,-1.2,-0.37,-0.46,0.96,i,-3,3%,-1%,1.6,769,1.1%
O=C(Nc1ccc(-n2cnnn2)cc1)C1CCCCC1,1.9,1046,1.8,1.1,5.6,0.0%,0.95,-0.074,0.58,-0.082,i,-13,5%,-2%,-0.44,826,-0.3%
COc1ccccc1NC1C=CS(=O)(=O)C1 (stereo unspecified),-1.4,851,5.6,2.8,3.0,0.1%,0.88,-0.2,0.63,-0.81,i,-5,8%,4%,0.03,1181,-1.2%
CC(=O)N=c1sc(S(N)(=O)=O)nn1C,-2.0,503,3.6,2.5,7.3,5.2%,1.7,-0.23,1.1,-0.39,i,6,0%,6%,.,.,-1.6%
Cc1ccc(S(=O)(=O)Oc2ccc(C)cc2/C=N/N=C2\NC(=O)C(C)S2)cc1 (stereo unspecified),-4.0,571,2.9,1.9,11,3.1%,0.32,-0.18,0.58,0.25,i,-1,9%,7%,.,.,-2.1%
N#Cc1nc(-c2ccc(F)cc2)oc1NCCN1CCOCC1,-5.4,1193,3.8,1.8,3.4,-0.8%,0.97,-0.09,0.95,-0.57,.,.,3%,1%,0.32,1977,.
Cc1cc(C)c(NC(=O)/C=C\C(=O)O)c(Cl)c1,-3.5,534,6.8,1.8,7.6,0.1%,-0.95,-0.3,-0.87,1.1,i,0,4%,16%,0,1303,0.0%
CCNc1ccc(C(=O)OCC)cc1NC(=O)c1cccc(S(=O)(=O)N2CCOCC2)c1,-1.7,914,5.7,3.2,4.9,-0.2%,-0.22,-0.29,-0.03,-0.33,i,-9,2%,2%,1.2,1327,-0.7%
